# NCI-60 one-dose screen, 48 h, at 10 µM unless noted. Numbers give growth in % (100 = growth as untreated, 0 = no growth, -100 = all killed).
# HL-60(TB) – HL-60(TB) leukemia cells; 9% of 78,000 active; active means growth percent below 10
# * hit, by the source's call; & = joins results of further samples; [ ] = remark or other dose. Not all compounds are listed (hit frequency here may not be typical).
SMILES,HL-60(TB)
CCN1CN2C(=S)NC3C2N(C1)C(=S)N3C (configuration not stated),100
Fc1cc(C(F)(F)F)ccc1-c1cncnc1NC1CCCCCC1,86
CC(=O)Oc1ccccc1C(=O)N(/N=C1\C(=O)N(C(C)=O)c2ccccc21)C(C)=O,100
N/C(=N\O)c1ccc2oc(/C=C/c3cc4cc(/C(N)=N\O)ccc4o3)cc2c1,103
O=C(Cn1cc[n+](CC(=O)c2ccc(Cl)cc2)c1)Nc1cccc2cccnc12,17
CCCCCCCCC(=O)N1C(C)CCC1C (configuration not stated),107
COC(=O)c1ccc(C2C3=C(CC(c4ccc(F)cc4)CC3=O)Nc3ccccc3N2C(=O)c2ccccc2)cc1 (configuration not stated),113
COc1cccc(NC(=O)Nc2ccc(Oc3ncnc4sc5c(c34)CCCC5)cc2)c1,106
O=C(O)CNC(=O)C1(NC(=O)OCc2ccccc2)CCCC1,91
CCOc1nc2c(N)ncnc2n1CC1CC1,102
Cc1ccc2cccc(OC(=O)Nc3cccc(C(F)(F)F)c3)c2n1,67
CC(CN1CCCCC1)SSC(C)CN1CCCCC1 (configuration not stated),102
O=C1C(Br)=Cc2cccc3cccc1c23,51
CN1CCN(CCCN2c3ccccc3Sc3ccc(Cl)cc32)CC1,51&99
COc1cc(/C=N/NC(=O)CC#N)ccc1O,96
C=CC(=O)NCc1cccc(Nc2ncc(Br)c(NCCCNC(=O)C3CCC3)n2)c1,-50*
O=c1cc(-c2cccc(F)c2)oc2ccccc12,100
CCCNCC(O)COc1ccccc1C(=O)CCc1ccccc1 (configuration not stated),102
CN(C)C(=O)Oc1ccc(Cl)cc1Cl,55
COC1CCC2CC(C(=O)N3CCC(C(C)C(=O)NCC4CCC(F)CC4)CC3)NC2C1 (configuration not stated),71
CC(=O)Nc1ccc([N+](=O)[O-])c(C(F)(F)F)c1,82
CC(C)=CC/C=C(/C)[C@H]1CC[C@]2(C)[C@@H]1CC[C@@H]1[C@@]3(C)C/C(=C/c4cc(C(F)(F)F)cc(C(F)(F)F)c4)C(=O)C(C)(C)[C@@H]3CC[C@]12C,101
Cn1c(SCC(=O)NNc2ncnc3ccccc23)nc(-c2ccc(Cl)cc2)c(C#N)c1=O,104
O=C(/C=C/Nc1cc(-c2ccccc2)nn1-c1ccccc1)c1ccc(F)cc1,73
Nc1nc(N)c2nc(-c3cccc(O)c3)c(-c3cccc(O)c3)nc2n1,120

# (cont.)
SMILES,HL-60(TB)
COc1cc(C=C2C(=O)NC(=O)NC2=O)cc(CN2CCOCC2)c1O,109
CCN(CC)CCCNC(=O)c1ccc(N)cc1O,82
CN(C)CC(N)C(=O)O (configuration not stated),109
COc1cc(CNC(=O)/C=C/C=C/c2ccc3c(c2)OCO3)ccc1OCc1cn(-c2cccc([N+](=O)[O-])c2)nn1,102
O=S(=O)(NCCNc1cc(-c2c(-c3cccc(O)c3)nc3sccn23)ccn1)c1ccc(C(F)(F)F)cc1,16
c1coc(C2OCCO2)c1,100
Cc1ccc2nc3nc4no[nH]c4nc3c2c1Br,111
COc1ccc(/C=C2\SC(=O)N(Cc3cc(=O)oc4ccc(OC)cc34)C2=O)cc1,91
Fc1cc(-c2nnc3sc(-c4ccc(Cl)cc4)nn23)c(Cl)cc1Cl,27
CN(C)c1ccc(C(=O)Nc2ncc(C#N)s2)cc1,82
O=C(OCC1OC(c2ccccc2)OC1C1OC(c2ccccc2)OC1COC(=O)c1ccccc1)c1ccccc1 (configuration not stated),119
COc1cc(-c2cc(-c3nc4cc(F)ccc4nc3C)nc(N)n2)cc(OC)c1OC,64
CCCCCCCC1(C)NC(=O)NC1=O (configuration not stated),100
COc1cc(-c2cc(-c3ccc(Nc4nc(Nc5ccccc5)nc(Nc5ccc(Cl)cc5)n4)cc3)nc(N)n2)cc(OC)c1OC,97
Cc1cccc(C)c1NC=O,88
Nc1ncnc2c1c(-c1ccc(Cl)cc1)nn2Cc1ccc(B(O)O)cc1,19
COc1ccc(/C=C/c2nc3ccccc3s2)cc1OP(=O)(O)O,21
CNC(c1ccccc1)C(C)(C)O (configuration not stated),101
O=C(N=Nc1c(O)[nH]c2ccc(Br)cc12)c1ccco1,86
CCN(CC)Cc1cc(Nc2c3ccc(Cl)cc3nc3ccc(OC)cc23)ccc1O,73
CC1(C)S[C@H]2CC[C@H]3OC(=O)[C@@H]1N23,61
Fc1ccccc1CNc1nc(SCCN2CCOCC2)nc2c1cnn2CC(Cl)c1ccc(Br)cc1 (configuration not stated),-23*
Clc1ccc(N/N=C/c2ccc(-n3cccn3)cc2)cc1,102
c1ccc2c(-c3nonc3-c3c[nH]c4ccccc34)c[nH]c2c1,102
COC(=O)c1nc(-c2ccccc2)oc1S(=O)(=O)N1CCC(C(N)=O)CC1,-33*

# Continued (three carried over from the part before).
SMILES,HL-60(TB)
Clc1ccc(N/N=C/c2ccc(-n3cccn3)cc2)cc1,102
c1ccc2c(-c3nonc3-c3c[nH]c4ccccc34)c[nH]c2c1,102
COC(=O)c1nc(-c2ccccc2)oc1S(=O)(=O)N1CCC(C(N)=O)CC1,-33*
Cc1ccc2nc(NC(=O)CSc3nc(-c4cccnc4)c(C#N)c(=O)[nH]3)sc2c1,107
COc1cc(Nc2nc(N[C@H]3CCCC[C@@H]3N)nc3cc[nH]c(=O)c23)cc(OC)c1,16
CC1=C[C@@H](/C=C(\C)CCCc2ccoc2)[C@]2(OC(=O)C(C)=C2O)[C@@H]2[C@@H](C)CC[C@@H]12,103
CC1(C)C2CC=C(/C=N/NC(=O)C3CCC(=O)N3)C1C2 (configuration not stated),101
Nc1ccc(Cl)cn1,100
Cc1ccc2nc(-c3ccc(-c4nnc(SCC(=O)Nc5ccc(Cl)cc5)o4)cc3)[nH]c2c1,54
O=Cc1cn(-c2ccc(C(=O)O)cc2)nc1-c1ccc(C(=O)O)cc1,103
COC(/C=C/c1ccc([N+](=O)[O-])cc1)OC,42
CCCCNC(=O)N/C=C(/C#N)C(N)=O,129
N#C/C(=C/n1c(=S)sc2ccccc21)c1nc2ccccc2s1,102
CCCCCCCCCCCNNC(=O)c1ccncc1,87
COc1ccccc1NC(=S)N/C=C(\C#N)c1nc2ccccc2s1,97
COc1nc(OC)nc(-c2cc(-c3c(Cl)cccc3Cl)no2)n1,89
C#CCOc1cccc(Nc2ncc3ncn(C4CCN(C(=O)CCl)C4)c3n2)c1 (configuration not stated),-29*[6.25 µM]
N#C/C(=C\c1cccc2cnccc12)N1N=NC2C=CC=CC21 (configuration not stated),8.6*
CS(=O)(=O)Oc1c(Cl)c(Cl)c(OS(C)(=O)=O)c(Cl)c1Cl,97
CCCN(c1ccc(OC)cc1)c1nc(-c2ccc([N+](=O)[O-])cc2)cs1,98
COc1ccc2cc(-c3ccc(C(=O)N/N=C/c4ccc(OC)c(OC)c4)c(C)n3)ccc2c1,96
Cc1cc(-c2nc3ccccc3s2)ccc1NC(=O)COc1ccc(Cl)cc1,99
Cn1c(=O)c(F)c(Nc2ccc(I)cc2F)c2c(=O)n(C[C@@H](O)CO)cnc21,16
O=C(CN1CCN(c2cc(=O)[nH]c3ccc(F)cc23)CC1)Nc1nc(-c2ccc(Cl)cc2)cs1,62
CC(=O)Nc1c(Br)cc2c(c1Br)Cc1cc([N+](=O)[O-])ccc1-2,98
O=CNCC(=O)O,103
CCn1cc(C(=O)O)c(=O)c2cc(F)c(N3CCN(C(=O)c4ccc(Br)cc4)C(C)C3)c(F)c21 (configuration not stated),135
C=C(Br)COc1ccc2c(C)cc(=O)oc2c1,98

# Part of the list above in order of count of non-hydrogen atoms, smallest number first.
SMILES,HL-60(TB)
CCCCNC(=O)N/C=C(/C#N)C(N)=O,129
N#C/C(=C/n1c(=S)sc2ccccc21)c1nc2ccccc2s1,102
CC1=C[C@@H](/C=C(\C)CCCc2ccoc2)[C@]2(OC(=O)C(C)=C2O)[C@@H]2[C@@H](C)CC[C@@H]12,103

# Additional results
SMILES,HL-60(TB)
CC(C)Cc1ccc(CC(C)C)c(OCCOCCN(C)C)c1,88
CN1C(=O)c2ccccc2S1(=O)=O,110
COc1ccc(-c2cnc3ncnn3c2-c2cc(OC)c(OC)c(OC)c2)cc1,95
CC(=O)Oc1cc(C)ccc1C,96
NC(=S)c1csc(CCNC(=O)c2ccccc2)n1,89
CC(O)CN1CC(C)N(CC(C)O)CC1C (configuration not stated),99
Cc1ccc2nc(C)c(-c3nnc(SCc4ccc(Br)cc4)o3)n2c1,91
COc1ccc(-c2c(NC(C)=O)noc2-c2cccc(OC)c2)cc1,97
COc1nc2c(c(=O)[nH]1)C(c1cc3cc(C)ccc3[nH]c1=O)C1=C(CC(C)(C)CC1=O)N2 (configuration not stated),107
CN(NC(=O)C(=O)NCc1ccco1)C(=O)Nc1ccc(Cl)cc1,104
O=c1c2ccccc2c2ccccc2c(=O)n1Nc1ccccc1,84
COc1ccc(/C(=C\c2ccc3c(c2)OCO3)C(=O)Nc2nc3ccc(F)cc3s2)cc1,85
COc1ccc(-n2nc(C(=O)N/N=C\c3ccc(F)cc3)cc2-c2ccc(Cl)cc2)cc1,99
Fc1ccc(-c2cnc3nonc3n2)c(F)c1,7.8*
OCCN(CCO)c1ccccc1CO,99
O=C1CCNC(=O)N1OS(=O)(=O)c1ccccc1,88
O=C(Nc1sc2c(c1C(=O)O)CCCC2)c1ccccc1,94
COc1ccc(/C=C/C=C\C(=O)c2ccc(N3CCCCC3)cc2)cc1,86
CN(C)C/C=C/C(=O)Nc1cc2c(Nc3cccc(Cl)c3F)ncnc2cc1OCCOC(F)F,43
CS(=O)(=O)c1ccc(/C(=N/NC(N)=S)c2ccc(Cl)cc2)cc1,86
C[C@@H]1CN2CN(c3ccc(C(=O)O)c(O)c3)CN3C2C2N(C[C@@H]3C)CN(c3ccc(C(=O)O)c(O)c3)CN21 (some centres not stated),97
COc1cc(Nc2ncc(F)c(Nc3ccc4c(n3)NC(=O)C(C)(C)O4)n2)cc(OC)c1OC,103
COCC(C)OC(=O)c1ccccc1Cl (configuration not stated),97
CC(C)(C)c1cc2c(O)c(c1)Cc1cc(C(C)(C)C)cc(c1O)Cc1cc(C(C)(C)C)cc(c1O)Cc1cc(C(C)(C)C)cc(c1O)C2,115
N=C(N)c1ccc(-c2ccc(-c3ccc(F)cc3)o2)o1,-44*

# The list goes on.
SMILES,HL-60(TB)
C[C@@H]1CC[C@@]2(C)C(C(=O)O)=CCC[C@@H]2[C@@]1(C)CC(=O)c1ccoc1,117
COc1cc(CNC(=O)/C=C/c2ccc3c(c2)OCO3)ccc1OCc1cn(-c2ccc(Cl)cc2)nn1,98
C1CCCc2c(-c3noc4c3CCCCCC4)noc2CC1,104
C1CNC2CCCC2C1 (configuration not stated),117
CCOC(=O)c1c(CCC(=O)O)c[nH]c1C(=O)O,78
COc1ccc(/C=C/C(=O)c2cccc(Nc3nc(Cl)nc4cc(OC)c(OC)cc34)c2)cc1,80
CC(C)C[C@H](NC(=O)[C@@H]1CCCCCCCCCCC(=O)N[C@@H](CC(=O)N2CCC[C@@H]2C2CCCC2)C(=O)N1)B(O)O,-33*
O=C(CSc1ncc(-c2ccccc2)n1-c1ccccc1)Nc1ccc(-c2nc3ccccc3s2)cc1,100
Cn1cc(-c2cc3nc(-c4c[nH]c5ccc(Cl)cc45)cc(N)n3n2)c2ccccc21,-34*
O=C1/C(=C/c2cccc(O)c2)Oc2cc(O)ccc21,101
CCOC(=O)C1CCCN1C(=O)C1(NC(C)=O)CCCC1 (configuration not stated),98
N#Cc1c(-c2ccc(Cl)cc2)nc(SCc2ccccc2)[nH]c1=O,111
CCC[C@H]1CCCCN1,99
Cc1[nH]c(C2CC(c3ccccc3)=NN2c2ccc(Cl)cc2)c(C)c1C(=O)O (configuration not stated),100
CNC(=O)c1ccc(-c2cnc3ncc(Cc4ccc5ncccc5c4)n3n2)cc1F,102&95
Nc1ccc2c3c(cccc13)C(=O)OC2=O,70
Oc1c(CN2CCCC2)cc(COCc2ccc(Br)cc2)c2cccnc12,-9.3*
CCC(=O)Oc1ccc(/C(=C(/C)Cc2cccc(OC)c2)c2ccc(OCCN(C)C)cc2)cc1,91
NC(N)=N/N=C/c1ccccc1,99
NS(=O)(=O)c1ccc(-n2ncc3c(Nc4ccccc4)ncnc32)cc1,52
COc1cccc(-c2nc(-c3ccc(NC(=O)OC(C)C)cc3)[nH]c2-c2ccnc(Br)c2)c1,-40*
CCOC(=O)c1cc(C(=O)c2ccc(Br)cc2)n2ccc(/C=C/c3ccncc3)cc12,100
N#Cc1c(NC(=O)c2cccs2)[n+]([O-])c2cc(Cl)c(Cl)cc2[n+]1[O-],111
CC(C)(C)N(Cc1ccccc1)N=O,106
COc1ccc(NC(=S)NNc2ccc(-c3ccccc3)nn2)cc1,100

# Of the compounds above, these have a tert-butyl group:
SMILES,HL-60(TB)
CC(C)(C)c1cc2c(O)c(c1)Cc1cc(C(C)(C)C)cc(c1O)Cc1cc(C(C)(C)C)cc(c1O)Cc1cc(C(C)(C)C)cc(c1O)C2,115
CC(C)(C)N(Cc1ccccc1)N=O,106

# Next section:
SMILES,HL-60(TB)
CCCc1cc(Cl)c(O)cc1O,86
O=C1c2ccccc2-n2c(n[nH]c2=O)[C@@H]2CCCN12,101
COc1ccc([C@H]2c3[nH]c4ccccc4c3C[C@H]3C(=O)N(CCCCCCC(=O)NO)CC(=O)N23)c(OC)c1,58
CCOC(=O)c1sc(/N=C2\NC(=O)/C(=C/c3ccc(-n4ccnc4C)cc3)S2)nc1C,84
CCSCN1CCN(C)CC1,96
N/N=C/c1ccc([N+](=O)[O-])cc1,106
O=C1C(NC(=O)C2CCCCC2)=C(N2CC2)C(=O)C(NC(=O)C2CCCCC2)=C1N1CC1,86

# Looked up one by one from the entries so far, seven records:
SMILES,HL-60(TB)
COc1cc(-c2cc(-c3ccc(Nc4nc(Nc5ccccc5)nc(Nc5ccc(Cl)cc5)n4)cc3)nc(N)n2)cc(OC)c1OC,97
C=CC(=O)NCc1cccc(Nc2ncc(Br)c(NCCCNC(=O)C3CCC3)n2)c1,-50*
Cn1c(SCC(=O)NNc2ncnc3ccccc23)nc(-c2ccc(Cl)cc2)c(C#N)c1=O,104
O=C(Nc1sc2c(c1C(=O)O)CCCC2)c1ccccc1,94
Cc1ccc2nc(-c3ccc(-c4nnc(SCC(=O)Nc5ccc(Cl)cc5)o4)cc3)[nH]c2c1,54
Cc1ccc2nc(C)c(-c3nnc(SCc4ccc(Br)cc4)o3)n2c1,91
CCCN(c1ccc(OC)cc1)c1nc(-c2ccc([N+](=O)[O-])cc2)cs1,98
